Yeast life ext = yeast lifespan extension; S. cerevisiae growth with nicotinamide, OD615; deaD strain in restrictive glucose medium; inhibition of the nicotinamide effect, % at 10 µM; 130,000 tested, 0.68% active; AID 775;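 active means inhibition above a set limit, placed 3 SD over the median of all compounds, cut at about 26% in these data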;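 further: 0% = nicotinamide-treated wells and 100% = cells grown without nicotinamide; some compounds called inactive have numbers as strong as hits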
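assay system = DeaD-strain S. cerevisiae | buffer or medium = restrictive glucose medium | reagent = 1.5 mM nicotinamide | compound = 10 µM single point, 0.25% DMSO | incubation = 48 h compound exposure at 30 °C, humidified | signal = OD615 measurement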
NPY-Y2 antag = blocks the human neuropeptide Y Y2 receptor; P49146; NPY-Y2 expressing cells, antagonist mode; inhibition, % at 2.7 µM; 140,000 tested, 0.99% active; in the data active means inhibition above about 17%;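 further: 0% = vehicle with agonist challenge and 100% = reference antagonist with challenge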
Target sequence (P49146 whole entry, looked up): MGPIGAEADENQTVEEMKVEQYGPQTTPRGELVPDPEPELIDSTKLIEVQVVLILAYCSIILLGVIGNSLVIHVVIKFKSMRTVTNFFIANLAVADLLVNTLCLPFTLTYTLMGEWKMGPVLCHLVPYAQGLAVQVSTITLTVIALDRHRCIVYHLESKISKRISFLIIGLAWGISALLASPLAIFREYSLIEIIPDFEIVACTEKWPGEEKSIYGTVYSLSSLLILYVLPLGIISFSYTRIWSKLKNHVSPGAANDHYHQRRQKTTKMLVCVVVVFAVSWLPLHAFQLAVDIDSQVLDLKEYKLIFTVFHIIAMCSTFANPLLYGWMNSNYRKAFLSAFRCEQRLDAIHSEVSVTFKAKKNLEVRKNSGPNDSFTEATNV
E-sel TNF inh = TNF alpha driven E-selectin expression inhibition | inhibition, % at 2 µM | 120,000 tested, 0.71% active | AID 1246 | HUVEC TNFa-induced E-selectin immunofluorescence, high content;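 active means inhibition above the batch mean plus 3 SD, and confirmed as a hit on visual image review, cut at about 43% in these data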;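 further: 0% = TNF-stimulated DMSO wells and 100% = unstimulated control wells; not every result past the cut was called active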
HCT116 PTEN-null = PTEN-deleted cell growth suppression; HCT116 PTEN-null viability, CellTiter-Glo, 60 h; active compounds read low; viability, % at 10 µM; 140,000 tested, 1.2% active;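 active means viability at or below a set limit, 4 SD under the median of all tested compounds, cut at about 3.7% in these data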;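 further: PTEN knockout HCT116 line with beta catenin targeted HCT116 as companion control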
bCat KO growth = beta-catenin-lacking colon tumor cell growth suppression; HCT116 beta-catenin knockout viability, CellTiter-Glo, 60 h; active compounds read low; viability, % at 10 µM; 140,000 tested, 1.5% active;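 active means viability at or under a set limit, the compound median less 4 SD, cut at about 6% in these data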;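 further: 0% = Hyamine 1622 control at 20 µM and 100% = untreated cell control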
Measles CPE = protection of cells from measles virus | 140,000 tested, 1.5% active | Measles virus-infected cells, CPE protection, absorbance | protection (pct of control), % at 4 µM | AID 841; in the data active means protection mostly above about 24%, no sharp cut-off; inactive means mostly below about 26%; further: some compounds called inactive have numbers as strong as hits
MRP1 act = activators of MRP-1 | H69AR cells + doxorubicin, viability rescue, CellTiter-Glo | viability increase, % at 10 µM | 140,000 tested, 0.61% active;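 active means viability gain under doxorubicin at or above a set limit, the compound median plus 3 SD, cut at about 4.7% in these data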;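 further: MRP-1 overexpressing cells given doxorubicin 25 µM after compound pretreatment; 18-22 h compound pretreatment then 72 h with doxorubicin before readout; 0% = doxorubicin-only wells and 100% = vehicle-treated cells without doxorubicin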
Yeast growth inh = yeast BB579 growth reduction in restrictive medium. S. cerevisiae BB579 growth, OD615, 48 h. inhibition, % at 10 µM. 140,000 tested, 0.51% active. AID 804;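 active means inhibition above a set limit, 3 SD over the mean compound inhibition, cut at about 44% in these data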; further: inactives centre near -24
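Test system: Saccharomyces cerevisiae DeaD strain BB579, replicative lifespan model yeast | Buffer or medium: Restrictive CSMM-D medium | Doses: One dose, 10 µM compound with 0.25% DMSO | Incubation: 48 h exposure, 30 °C | Detection: Culture absorbance at 615 nm | Control set: Amphotericin B at 10 µg/mL as positive control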
GALR2 blocker = GALR2 (human) receptor antagonism | GALR2-expressing cells, antagonist mode | 140,000 tested, 0.39% active | inhibition, % at 4 µM | O43603; in the data active means inhibition above about 27%;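 further: cells stimulated with galanin 1-16 at roughly its EC80; 0% = agonist challenge control and 100% = basal control without agonist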
Target sequence (O43603 whole entry, looked up): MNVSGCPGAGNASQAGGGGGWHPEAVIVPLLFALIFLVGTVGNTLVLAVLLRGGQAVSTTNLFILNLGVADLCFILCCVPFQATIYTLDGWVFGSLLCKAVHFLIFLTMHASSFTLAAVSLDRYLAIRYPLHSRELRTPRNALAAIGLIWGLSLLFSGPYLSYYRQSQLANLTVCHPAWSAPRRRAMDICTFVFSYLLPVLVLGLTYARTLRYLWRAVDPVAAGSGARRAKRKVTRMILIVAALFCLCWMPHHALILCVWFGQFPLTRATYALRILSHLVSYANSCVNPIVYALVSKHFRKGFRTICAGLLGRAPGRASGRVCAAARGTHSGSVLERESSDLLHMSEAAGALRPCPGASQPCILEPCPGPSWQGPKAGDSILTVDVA
Phagocyt inh = blocks phagocytosis by macrophages. 110,000 tested, 0.07% active. J774A.1 macrophage IgG-bead phagocytosis, imaging. inhibition, % at 5 µM. AID 1029;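 active means inhibition above the mean of the plate negative controls plus 5 SD, cut at about 13% in these data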;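 further: phagocytic index as fraction of beads internalized from green versus red external bead signal; plate controls were DMSO negative control for no effect and cytochalasin-D positive control for full effect; some results beyond the cut were filed as inactive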
An asterisk follows results filed as active; nt = no result given.

SMILES	Yeast life ext	NPY-Y2 antag	E-sel TNF inh	HCT116 PTEN-null	bCat KO growth	Measles CPE	MRP1 act	Yeast growth inh	GALR2 blocker	Phagocyt inh
O=C(Nc1cccc(S(=O)(=O)N2CCCCC2)c1)c1ccccc1NS(=O)(=O)c1ccc(F)cc1	-3	6	19	4	7	10	-6.3	-35	-4	nt
CC(=O)C(C)Oc1cc(C)cc2oc(=O)c(C)c(C)c12 (stereo unspecified)	-23	0	nt	86	92	25	-2.9	-37	-3	-1
O=C(NCc1cccs1)C1CCN(S(=O)(=O)c2cccs2)CC1	-5	1	3	105	101	16	-3.3	-6	-2	nt
CCCC(=O)NC(=S)Nc1ccc(S(=O)(=O)Nc2ccc(OCC)cc2)cc1	6	-2	-14	83	75	2	-3.2	-38	-18	-9
COc1ccccc1N1CCN(C(=O)C(F)F)CC1	2	1	nt	96	90	12	-0.2	-29	1	0
CCCCOc1ccc(/C=C2/Sc3ccccc3C2=O)cc1	-14	2	nt	100	89	4	-4.3	-39	-5	0
CN1/C(=C\C(=O)CSc2nncn2C)C(C)(C)c2ccccc21	-7	1	nt	32	26	8	-0.9	-20	2	0
CCN1C(=O)/C(=C2\C=Cc3ccccc3N2CC)SC1=S	-4	-3	11	85	96	9	-3.5	-29	3	nt
CNc1ccccc1-c1nc2ccccc2n(C)c1=O	-6	2	nt	91	98	9	-1.4	11	5	-1
Cc1nn(C)c(C(=O)Nc2ccn(Cc3ccccc3F)n2)c1[N+](=O)[O-]	-8	0	19	108	108	2	1.6	-39	-11	-1
Cc1cccc(C)c1OCC(O)CN1CCC(CN2C(=O)c3cccc4cccc(c34)C2=O)CC1 (stereo unspecified)	-11	7	-3	1.2*	1.1*	1	-2.6	-33	-4	1
O=S(=O)(NCC(c1ccco1)N1CCOCC1)c1ccc(Cl)cc1 (stereo unspecified)	7	1	0	99	81	9	-0.3	-58	-13	-2
Cc1cc(C)nc(NC(=O)/C=C/c2ccc(Cl)cc2Cl)c1	-15	5	-12	65	65	5	0.0	-5	-3	-2
Cc1cc(C)cc(OC(C)c2ccnc3nc(/N=C/N(C)C)nn23)c1 (stereo unspecified)	-8	4	-46	85	94	5	-2.2	-29	6	0
C#CC(C)(CC)NC(=O)Cn1nnc(-c2ccc(S(C)(=O)=O)cc2)n1 (stereo unspecified)	-6	1	nt	90	94	23	-1.8	-25	4	0
O=C(/C=C/C=C/c1ccccc1)CC1(O)C(=O)N(CCc2ccccc2)c2ccccc21 (stereo unspecified)	-7	6	-10	58	71	8	-2.3	-59	-1	-5
O=C(CSc1ccc2nnc(-c3ccccn3)n2n1)NCc1ccco1	2	2	nt	96	81	15	-0.3	-62	1	nt
Cc1cccc(OCc2nnc(SCC(=O)Nc3cccc(C(=O)N4CCOCC4)c3)n2C)c1C	14	2	2	93	88	2	0.3	-17	-5	-1
CC1=NN(c2ccc(Cl)cc2)C(=O)/C1=C\c1cccn1-c1ccc(S(N)(=O)=O)cc1	-4	-6	0	30	32	9	-4.3	-50	-7	-5
C=C(C)c1cccc(C(C)(C)NC(=O)N2CCCC(C)C2)c1 (stereo unspecified)	nt	3	2	78	85	3	2.1	-29	11	nt
Cc1cc(NC(=O)Nc2cc(C)nn2-c2ccccc2)n(-c2ccccc2)n1	1	7	nt	94	84	4	-1.5	-16	-6	-1
O=C(COc1ncnc2ccccc12)Nc1ccc(Cl)c([N+](=O)[O-])c1	-3	0	nt	89	89	3	-1.0	-48	0	-11
S=C(NCCN1CCOCC1)N/N=C/c1ccccc1	2	1	26	104	102	40	-0.9	-47	-1	1
C=CCc1ccccc1OCC(O)CNC(C)C (stereo unspecified)	4	4	nt	100	97	18	-0.9	-37	22	nt
CC(C)(C)c1ccccc1NC(=O)c1cccnc1	6	-1	19	96	96	4	0.7	-48	15	-1

(next part)
SMILES	Yeast life ext	NPY-Y2 antag	E-sel TNF inh	HCT116 PTEN-null	bCat KO growth	Measles CPE	MRP1 act	Yeast growth inh	GALR2 blocker	Phagocyt inh
Cc1ccccc1OCCSc1nnc(-c2ccncc2)n1C	-10	3	20	104	107	8	-0.1	-11	7	2
Cc1cc(S(=O)(=O)N2CCN=C2c2ccccc2)c(Cl)cc1Cl	16	4	8	76	90	5	-2.5	-41	-4	-5
O=C(Nc1cccc(C2OCCCO2)c1)c1cccs1	-3	0	10	94	86	12	0.0	-29	16	-1
O=C(CC1CCS(=O)(=O)C1)Nc1ccc[nH]c1=O (stereo unspecified)	-5	1	-18	92	92	21	-1.9	-30	-12	0
CCOCCCNC(=O)C(c1ccccc1)N(Cc1cccs1)C(=O)CNC(C)=O (stereo unspecified)	4	1	9	91	92	6	-1.4	-49	12	-2
O=C(c1noc2c1CCCC2)N1CCOCC1	-4	1	nt	91	93	10	-1.9	-25	3	-4
CCc1ccccc1NC(=O)COc1ccc2oc(-c3ccc(OC)cc3)cc(=O)c2c1	3	11	nt	102	95	12	-1.5	-26	1	-7
COC(=O)c1ccccc1-c1ccc(/C=C2\C(=O)N(c3ccccc3)N=C2c2ccccc2)o1	-4	-1	-59	94	94	4	-1.4	-45	-8	nt
CCOC(=O)CN1C(=O)N[C@H](c2ccc(Br)cc2)C(C(C)=O)=C1C	46*	11	24	88	93	9	-1.8	-45	-12	nt
CCC(SC1=N/C(=C/c2ccccc2)C(=O)N1c1ccccc1)C(=O)Nc1cc(C)on1 (stereo unspecified)	3	7	nt	70	77	21	-3.5	-25	3	-6
OC1(C2(O)CC(c3ccccc3)ON2)CCCCC1 (stereo unspecified)	2	3	-29	30	29	12	-1.9	-16	7	-1
COc1cc2c(cc1NC(=O)CN(C)Cc1ccc(OC)c(OC)c1)oc1ccccc12	-5	1	-10	23	22	2	-4.2	-36	-14	-1
CN(C(=O)c1ccco1)c1nc2c(s1)CCCC2	-11	-1	-6	68	68	3	-3.3	23	-1	0
CCOC(=O)Nc1c(C(=O)OC)[nH]c2cccc(OC)c12	-16	2	-3	107	99	9	-0.2	-87	-4	0
Cc1ccc(N2C(=O)C3C(C(=O)c4ccccc4)=NN(c4ccccc4)C3C2=O)cc1 (stereo unspecified)	-2	1	nt	93	96	40	-0.8	-15	2	-5
CCOc1ccc(N(CC(=O)N/N=C/c2ccc(OC(C)C)cc2)S(C)(=O)=O)cc1	6	2	-3	86	92	6	-1.9	-59	3	-11
Cc1ccc(NC(=O)CSc2nnc(CCNC(=O)OC(C)(C)C)o2)c(C)c1	-7	2	13	90	95	5	-2.1	9	-6	0
Cc1ccccc1NC(=O)c1ccc2c(c1)OCCO2	-23	2	3	1.9*	89	10	-0.4	23	-28	0
Cc1[nH]nc2c1-c1nc3ccccc3nc1C(C)(C)C2	-27	1	-57	64	58	2	-3.3	-36	1	0
COc1ccccc1-c1ccc(/C=C2/C=C(C)OC2=O)o1	3	1	-10	88	90	4	-4.2	-27	9	-2
Cc1ccc(C)n1-n1cnc2sc3c(c2c1=O)CCC3	-5	1	nt	100	90	8	-2.4	-14	-6	-1
Cc1c(C(=O)N2CCN(CCc3ccccc3)CC2)oc2ccccc12	-7	6	-24	85	85	2	-3.0	-56	-1	6
COC(=O)c1cc(C(=O)OC)n(Cc2ccc(F)cc2)n1	-13	2	12	99	94	8	-0.2	-34	8	nt
Cc1nn2c(N)csc2nc1=O	-6	1	7	116	110	5	1.0	-32	5	0
CCOC(=O)C1(C/C(C)=N/NC(N)=O)CC(C)(C)OC1=O (stereo unspecified)	8	0	nt	97	104	8	-1.6	-26	6	-10

Rewritten in CSV form: entries from further up
SMILES,Yeast life ext,NPY-Y2 antag,E-sel TNF inh,HCT116 PTEN-null,bCat KO growth,Measles CPE,MRP1 act,Yeast growth inh,GALR2 blocker,Phagocyt inh
CCOC(=O)Nc1c(C(=O)OC)[nH]c2cccc(OC)c12,-16,2,-3,107,99,9,-0.2,-87,-4,0
CCOC(=O)CN1C(=O)N[C@H](c2ccc(Br)cc2)C(C(C)=O)=C1C,46*,11,24,88,93,9,-1.8,-45,-12,nt

Additional records follow:
SMILES	Yeast life ext	NPY-Y2 antag	E-sel TNF inh	HCT116 PTEN-null	bCat KO growth	Measles CPE	MRP1 act	Yeast growth inh	GALR2 blocker	Phagocyt inh
CCCCNC(=O)c1sc2nc(C)cc(COC)c2c1-n1cccc1	-10	9	-9	88	85	10	-3.7	11	-1	-1
CC(C)CNC(=O)CSc1nnc(-c2ccccn2)n1Cc1ccccc1	-4	2	-8	103	95	2	-1.8	-31	-12	-1
CCC(=O)Oc1cccc(C(=O)Nc2ccc(-c3nnc(-c4ccco4)o3)cc2)c1	-7	5	7	64	69	21	-5.2	-37	9	0
Nc1ccc(SCCN2C(=O)c3ccccc3C2=O)cc1	-8	1	8	89	92	12	-1.3	-26	8	-3
CCS(=O)(=O)CCSc1nc2ccccc2s1	-10	5	8	103	99	9	-1.6	0	-9	0
CCCOc1cccc(C2/C(=C(/O)c3ccc(F)cc3)C(=O)C(=O)N2CCN(C)C)c1 (stereo unspecified)	-7	0	0	100	98	4	0.5	-9	2	-1
c1cc(-c2nnc3n2CCCCC3)ccn1	-7	-1	-31	97	102	6	-0.1	-5	-3	nt
CC(C)(C)c1nnc(N/N=C/c2ccc(Br)cc2)n(N)c1=O	-2	6	nt	91	95	19	1.5	-21	12	-1
COc1cccc(NC(=O)Nc2cccn(Cc3ccccc3)c2=O)c1	-7	-3	-28	82	67	21	-2.4	-21	3	nt
Cc1ccc2cc(/C=N/NC(=O)c3ccccc3O)c(Cl)nc2c1	4	4	nt	33	41	5	-2.1	-22	0	-8
CCCC(=O)Nc1nc(-c2ccccc2)ns1	-6	2	nt	87	99	14	0.7	-16	8	-5
Cc1ccc(NC(=O)C2CCCN2C(=O)NC2CCCCC2)c(C)c1 (stereo unspecified)	nt	3	-42	96	81	8	-1.3	-7	2	nt
CC(C)CC(=O)Nc1ccc(C(=O)NN2C(=O)c3ccccc3C2=O)cc1	-7	-1	nt	106	105	6	1.0	-5	-3	nt
CC(C)CC(=O)Nc1ccccc1-c1nnn(CC(=O)N2CCOCC2)n1	-9	5	-25	92	92	27	-1.2	-57	2	-1
Cc1[nH]c2ccccc2c1C(=O)C(=O)N1CCCc2ccccc21	-4	5	nt	45	60	5	-4.2	-8	9	-5
Brc1ccc(/C=C/C=N/Nc2nc3ccccc3s2)cc1	-10	2	-28	70	61	0	-4.6	-45	-5	-4
NC(=O)CN1CCN(C(=O)Nc2ccccc2)CC1	2	0	-24	97	89	4	-1.0	-19	5	0
Cc1ccc(-c2nnc(Oc3ccc(NC(=O)c4ccccc4)cc3)c3ccccc23)cc1	-2	2	nt	51	40	8	-5.2	-21	-12	-7
NC(=O)c1c(NC(NC(=O)c2ccco2)(C(F)(F)F)C(F)(F)F)sc2c1CCCC2	-8	-2	-39	101	89	4	-0.5	-21	3	-1
Cc1noc(C)c1COC(=O)c1ccccc1Sc1ccccc1C#N	10	2	29	75	71	7	-0.7	-17	-7	1
O=C1CCCC(NCCCCCCNC2=C([N+](=O)[O-])C(=O)CCC2)=C1[N+](=O)[O-]	-5	8	-33	105	100	8	-0.1	-23	7	0
